EPAC1 antag = EPAC1 (human) antagonism. O95398. EPAC1 GEF assay, Rap1b-BODIPY-GDP exchange fluorescence. Potency, µM (titrated, usually from 115 µM), without a hit: at the highest dose activity change, negative = inhibition, hits mostly inhibitors. 360,000 compounds, 0.14% hits. AID 720709;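 further: plate controls were vehicle for no effect and positive control for full effect; nearly all actives have a fitted effect of over 50% in size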
PTHR1 agonist = PTHR1 (human) receptor agonism | Q03431 | HEK293 GP2 PTHR1 cells, GloSensor cAMP luminescence, 1 h | Potency, µM (series often up to 115 µM), for the others: top-dose activation, most hits filed as activators | 410,000 compounds, 0.075% hits | AID 743266; further: nearly all actives have a fitted effect of over 55% in size; some results filed as inactive show a strong effect at the top dose; inactives centre near -15; many of its hits are not listed in these tables
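HEK-293-derived GP2 cells expressing PTHR1 and a GloSensor cAMP reporter, 3,000/well, plated overnight, given luciferin plus IBMX (each 0.5 mM as added) for 1 h at 37 °C, then compound for 1 h at 37 °C. Luminescence was read after 15 min at room temperature.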
EPAC1 agonist = activates human EPAC1 exchange factor. EPAC1 agonist qHTS, biochemical assay; response scale: 100% = response to 6.5 mM cAMP. Potency, µM (top dose mostly 154 µM), for the others: at the highest dose activation, usual class: activators. 360,000 compounds, 0.073% hits; further: nearly all actives have a fitted effect of over 60% in size
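Multi-concentration qHTS readout: loss of Rap1B-bound BODIPY-GDP fluorescence driven by 100 nM EPAC1 with excess GDP (50 uM), monitored kinetically at room temperature; agonist response expressed relative to 6.5 mM cAMP.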
TDP-43 yeast inh = TDP-43 toxicity inhibition in yeast; TDP-43 expressing yeast growth rescue, BacTiter-Glo, 24 h; Potency, µM (highest dose often 46.1 µM), inactives show at the top dose growth rescue (activation), hits mostly activators; 410,000 compounds, 1.8% hits; AID 652104; further: % of control where 0% means no effect; nearly all actives have a fitted effect of over 50% in size
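Luminescence from BacTiter-Glo reports growth of TDP-43-expressing yeast after 24 hr at 30 deg C with compound. Cells were raffinose-pregrown to mid-log, then seeded in galactose medium at OD600=0.02.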
aSyn yeast inh = rescues yeast growth from alpha-synuclein toxicity. 370,000 compounds, 0.14% hits. Yeast expressing alpha-synuclein, growth rescue, BacTiter-Glo, 24 h. Potency, µM (doses to about 46.1 µM), for the others: at the top dose growth rescue (activation), actives largely listed as activators; further: % of control where 0% means no effect; nearly all actives have a fitted effect of over 65% in size
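Screening used galactose-induced yeast with toxic alpha-synuclein levels, exposed to compound for 24 hr at 30 deg C. Cell growth, read with BacTiter-Glo luminescence, gave the measured signal.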
FUS suppressor = rescues growth of FUS-expressing yeast | AID 1347120 | S. cerevisiae FUS-expressing, growth rescue, OD600, 24 h | 390,000 compounds, 0.24% hits | Potency, µM (doses to about 76.6 µM), for the others: at the highest dose growth rescue (activation), actives largely listed as activators;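 further: plate controls were DMSO vehicle for no effect and reference control for full effect; nearly all actives have a fitted effect of over 55% in size; some results filed as inactive show a strong effect at the top dose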
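Restored growth of FUS-toxic S. cerevisiae, read as 600 nm absorbance after 24 h at 30C in galactose medium (starting OD 0.005). Controls CP55940 and DMSO.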
EPAC2 ag = activates human EPAC2 exchange factor; Potency, µM (doses to about 154 µM), inactives show at the highest dose activation, actives largely listed as activators; 360,000 compounds, 0.079% hits; EPAC2 activation, biochemical qHTS; response scale: 100% = 6.5 mM cAMP response; AID 720711; Q8WZA2; further: nearly all actives have a fitted effect of over 50% in size
Target sequence (Q8WZA2 whole entry, looked up): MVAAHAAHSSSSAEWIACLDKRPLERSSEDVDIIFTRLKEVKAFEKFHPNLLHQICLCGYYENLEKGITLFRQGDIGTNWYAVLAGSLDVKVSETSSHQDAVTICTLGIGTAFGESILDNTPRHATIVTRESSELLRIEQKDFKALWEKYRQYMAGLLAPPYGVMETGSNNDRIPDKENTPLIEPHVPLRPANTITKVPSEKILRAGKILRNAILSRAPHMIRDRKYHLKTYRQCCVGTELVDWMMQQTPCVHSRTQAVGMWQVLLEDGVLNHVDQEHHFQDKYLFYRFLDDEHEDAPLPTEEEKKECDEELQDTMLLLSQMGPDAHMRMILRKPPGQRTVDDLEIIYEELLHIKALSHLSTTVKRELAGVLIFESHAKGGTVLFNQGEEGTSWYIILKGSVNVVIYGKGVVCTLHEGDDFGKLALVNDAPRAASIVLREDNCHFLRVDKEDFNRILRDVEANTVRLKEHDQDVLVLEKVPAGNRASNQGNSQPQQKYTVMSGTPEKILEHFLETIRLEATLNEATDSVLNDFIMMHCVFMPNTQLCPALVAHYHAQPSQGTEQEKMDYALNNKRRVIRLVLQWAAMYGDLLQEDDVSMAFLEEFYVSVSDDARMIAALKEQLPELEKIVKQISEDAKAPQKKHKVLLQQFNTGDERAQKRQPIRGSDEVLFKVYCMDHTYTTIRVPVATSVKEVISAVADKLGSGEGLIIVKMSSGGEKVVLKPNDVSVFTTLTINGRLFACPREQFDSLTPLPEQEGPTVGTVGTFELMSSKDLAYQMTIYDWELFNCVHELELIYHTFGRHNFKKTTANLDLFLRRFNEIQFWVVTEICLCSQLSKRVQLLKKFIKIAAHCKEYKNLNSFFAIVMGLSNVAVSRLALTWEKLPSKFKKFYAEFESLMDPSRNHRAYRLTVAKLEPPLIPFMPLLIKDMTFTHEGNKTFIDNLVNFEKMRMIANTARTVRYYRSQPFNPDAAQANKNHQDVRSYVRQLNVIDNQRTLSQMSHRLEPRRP
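Exchange assay: 100 nM EPAC2 with 250 nM Rap1B-BODIPY-GDP and 50 uM GDP. Fluorescence (ex 480/em 540 nm) read every 5 min for 30 min at room temperature. Data normalized to 6.5 mM cAMP as agonist control.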
EPAC2 antagonist = EPAC2 (human) antagonism. Potency, µM (series often up to 114 µM), for inactives: at the highest dose activity, negative = inhibition, hits mostly inhibitors. EPAC2 GEF exchange of Rap1B-BODIPY-GDP, fluorescence. 360,000 compounds, 0.18% hits; further: on the % scale 0 is the no-effect control and ±100 the full control effect; nearly all actives have a fitted effect of over 45% in size; many of its hits are not listed in these tables
Active calls of the source: *; i = inactive; ? = inconclusive; . = not tested or not shown; & = joins results of further samples; [ ] = dose if it differs, or a comment. The call rests on the fitted dose curve; in most records, active means well fitted curve in the direction sought with a large enough effect; inconclusive means small, poorly fitted or top-dose-only effect, or another doubt; inactive means no such curve, though single readings can be large; an effect the other way counts as inactive or inconclusive. Potency means the concentration at half of the fitted maximal effect.

SMILES	EPAC1 antag	PTHR1 agonist	EPAC1 agonist	TDP-43 yeast inh	aSyn yeast inh	FUS suppressor	EPAC2 ag	EPAC2 antagonist
Cc1cc(CNC(=O)c2cccc([N+](=O)[O-])c2C)c2ccccc2n1	1%	-52%[inhibitor]	-6%	11%	4%	3%	7%	-1%
O=C(c1ccc(Cl)c(S(=O)(=O)NCc2ccco2)c1)N1CCN(c2ccccc2F)CC1	11%	i	6%	-15%	2%	15%	4%	-4%
C=CCc1cc(/C=C2/NC(=S)NC2=O)cc(OC)c1O	-3%	-3%	-1%	18%	12%	.	3%	-3%
CC(c1ccon1)N(C)C(=O)CCc1nnc(C2(c3ccc(Cl)cc3)CCC2)o1 (configuration not stated)	1%	-56%[inhibitor]	9%	24%	3%	15%	-3%	-5%
Cc1ccc(CN2C(=O)CCC2C(=O)NCCCN2CCCC(C)C2)cc1 (configuration not stated)	0%	7%[57.5 µM]	7%	5%	4%	-3%	2%	9%
COc1ccc(CCN(Cc2cccs2)S(=O)(=O)c2ccc(S(=O)(=O)N3CCCCCC3)cc2)cc1OC	-8%	-67%[inhibitor]	5%	8%	-10%	.	1%	2%
CN(C)CCN(C(=O)c1ccc(S(=O)(=O)N(C)c2ccccc2)cc1)c1nc2cc3c(cc2s1)OCO3	-1%	-15%	-13%	-12%	2%	-3%	14%	3%
CCCCCCCC(=O)Nc1ccc(C(=O)N/N=C/c2cccc([N+](=O)[O-])c2)cc1	2%	-15%	3%	18%	-7%	2%	-1%	-4%
COc1cc2c(cc1OC)C(c1cc(Br)ccc1F)N(C(=O)CCl)CC2 (configuration not stated)	?	-59%[inhibitor]	7%	?	15%	-4%	14%	?
COCCN(CCOC)c1ncc(Cl)c(C(=O)c2c(C)cc3ccccn23)n1	-14%	-15%[57.5 µM]	4%	-2%	-4%	18%	13%	-7%

Molecules shown so far containing sulfur (4):
SMILES	EPAC1 antag	PTHR1 agonist	EPAC1 agonist	TDP-43 yeast inh	aSyn yeast inh	FUS suppressor	EPAC2 ag	EPAC2 antagonist
O=C(c1ccc(Cl)c(S(=O)(=O)NCc2ccco2)c1)N1CCN(c2ccccc2F)CC1	11%	i	6%	-15%	2%	15%	4%	-4%
C=CCc1cc(/C=C2/NC(=S)NC2=O)cc(OC)c1O	-3%	-3%	-1%	18%	12%	.	3%	-3%
COc1ccc(CCN(Cc2cccs2)S(=O)(=O)c2ccc(S(=O)(=O)N3CCCCCC3)cc2)cc1OC	-8%	-67%[inhibitor]	5%	8%	-10%	.	1%	2%
CN(C)CCN(C(=O)c1ccc(S(=O)(=O)N(C)c2ccccc2)cc1)c1nc2cc3c(cc2s1)OCO3	-1%	-15%	-13%	-12%	2%	-3%	14%	3%

The results go on:
SMILES	EPAC1 antag	PTHR1 agonist	EPAC1 agonist	TDP-43 yeast inh	aSyn yeast inh	FUS suppressor	EPAC2 ag	EPAC2 antagonist
O=C(Nc1ccncc1)C1CCN(S(=O)(=O)c2c(Cl)cccc2Cl)CC1	-6%	-39%	5%	21%	0%	-1%	5%	-4%
COc1ccc(-c2csc(Nc3ccccc3)n2)cc1	-24%	-36%[inhibitor]	0%	10µM*	-27%	-1%	17%	0%
O=C(Cc1ccc(Cl)cc1)N/N=C/c1ccc(O)c(O)c1	-6%	-36%[inhibitor]	-3%	20%	2%	-29%	-3%	?
CN(C(=O)COC(=O)c1cn(-c2ccccc2)nc1-c1ccccc1)C1CCS(=O)(=O)C1 (configuration not stated)	1%	i	-8%	6%	7%	19%	-6%	-5%
CN1CCN(C(=O)c2cc([N+](=O)[O-])ccc2Cl)CC1	-2%	i	0%	-8%	1%	-15%	4%	-8%
O=C(CCCc1c[nH]c2ccccc12)NCCc1c[nH]c2ccccc12	?	6%	-3%	-2%	12%	?	17%	-9%
O=C(NNC(=O)c1ccc(-c2ccccc2)cc1)Nc1ccccc1	-3%	-34%[inhibitor]	2%	0%	2%	8%	8%	4%
CCOCCOC(=O)C1=C(C)N(C)C(=O)NC1c1ccccc1F (configuration not stated)	-2%	i	4%	22%	-12%	15%	-7%	9%
CC(C)C(=O)Nc1nc(-c2ccc([N+](=O)[O-])cc2)cs1	-3%	-88%[inhibitor]	13%	24%	6%	-15%	3%	4%
O=C(CC1Sc2ccccc2NC1=O)NCc1cccc(Cl)c1 (configuration not stated)	3%	-9%	-1%	7%	2%	11%	-2%	-10%
CCN1CCN(C(c2cccs2)C(C)NC(=O)c2c(F)cccc2F)CC1 (configuration not stated)	-6%	-21%[57.5 µM]	3%	-13%	3%	22%	-3%	-5%
CCN1CCc2nc3ccccc3c(C(=O)Nc3ccc(NC(C)=O)cc3)c2C1	11%	i	-8%	-8%	-1%	7%	2%	-13%
COc1ccccc1NS(=O)(=O)c1ccc(N/N=C/C=C/c2ccccc2[N+](=O)[O-])c([N+](=O)[O-])c1	-12%	-25%	0%	-10%	-3%	.	-1%	-18%
NCCCCCc1nnc(SCc2ccc(Cl)cc2Cl)o1	-8%	?	-2%	-8%	.	1%	5%	-18%
Oc1ccc(/C=N/Nc2nccnc2Cl)c(O)c1	2%	-13%	-4%	14%	11µM*	.	2%	-1%
Cc1cc(-c2ccco2)n(CC(=O)NCc2ccco2)n1	-7%	-18%	-2%	7%	0%	-12%	12%	7%
COc1ccc(-c2cc(=O)oc3c(C)c(OCC(=O)N[C@@H](Cc4ccc(O)cc4)C(=O)O)ccc23)cc1	-24%	4%	-28%	4%	13%	?	-2%	?
CC(Sc1nn(-c2ccc(F)cc2)c(=S)s1)C(=O)c1c(N)n(C)c(=O)n(C)c1=O (configuration not stated)	-20%	-29%	-2%	5%	3%	.	19%	-7%
COCCOC(=O)c1c(NC(=O)COC(=O)Cc2cccc(OC)c2)sc(C(N)=O)c1C	8%	-9%	-16%	-13%	-2%	39%	0%	25%
CCCCn1c(N)c(N(CCOC)C(=O)c2cc(-c3ccccc3Cl)nc3ccccc23)c(=O)[nH]c1=O	-1%	-2%	5%	3%	-9%	11%	-3%	-4%
O=C(CCNc1ccc(Cc2ccncc2)cc1)c1cccc([N+](=O)[O-])c1	-21%	0%	6%	?	-12%	?	13%	-20%
C/C(Cc1ccccc1)=N\NC(=O)CNC(=O)c1ccc(Cl)cc1	3%	i	-6%	-6%[1.82 µM]	7%	9%	-6%	1%
O=C(NCCCO)/C(=C\c1ccco1)NC(=O)c1ccco1	-11%	-25%	0%	0%	0%	-6%	1%	4%
CCCCN1C(=O)C(CC(=O)NCc2cccs2)CC(C(=O)N(C)C)=C1C (configuration not stated)	2%	-5%	-7%	7%	-6%	-16%	0%	2%
Cn1c(CCN2CCN(c3ccccn3)CC2)nc2cc(NC(=O)COc3ccc(Cl)cc3)ccc21	-6%	-31%	0%	8%	2%	13%	5%	-7%
CCOC(=O)[C@]12CCC=C1N(Cc1ccccc1)C(=O)[C@H](CC(=O)NCc1cccc3ccccc13)C2	-11%	i	4%	0%	6%	35%	20%	-1%
Cc1ccc(-c2nc(C)c(CCNC(=O)C(=O)Nc3ccc4c(c3)OCCO4)s2)cc1	.	i	.	20%	-1%	-20%	.	.
O=C(Nc1ccc2c(c1)CCC2)c1cc2ccccc2o1	-28%	-28%	16%	-7%	-41%[inhibitor]	-1%	20%	?
CCN(CC(=O)Nc1cccc(OC)c1)CC(=O)Nc1ccc(C)cc1Cl	-3%	i	-8%	13%	-4%	13%	5%	-1%
CC(C)OC(=O)CC1=NC(=O)CS1	3%	3%[57.5 µM]	-1%	12%	-16%	10%	5%	2%
C=CCNc1nc(NCc2ccc(NC(C)=O)cc2)c2sc(-c3ccccc3)cc2n1	-27%	-11%	-7%	15%	-14%	9%	14%	19%
COCC1CCN(Cc2nc(-c3ccc4c(c3)OCO4)no2)C1 (configuration not stated)	4%	i	-6%	14%	9%	-5%	2%	1%
CCN(CC)S(=O)(=O)c1ccc(C)c(NC(=O)CN(C)C)c1	9%	-8%	9%	-22%	-4%	7%	-1%	-2%
C=C1C2(C(=O)Nc3ccc(SC(F)F)cc3)CCC(C2)C1(C)C (configuration not stated)	6%	-37%[inhibitor]	-12%	-12%	-3%	3%	-15%	-2%
CCOc1ccc(NC(=O)c2cc(C)nc3ccccc23)cc1	-2%	i	-4%	7%	-1%	-2%	1%	9%[57.1 µM]
COc1ccc(C(=O)NCC(=O)OCC(=O)NC(=O)NC2CCCCC2)cc1OC	7%	i	-3%	-7%	-7%	3%	-2%	-1%
Cc1ccc(Nc2nc(N)nc(CSc3nc4ccccc4s3)n2)cc1	-20%	?	26%	?	-27%	8%&12%	19%	-3%
O=C(NC(=S)Nc1ccccc1F)c1ccc(Br)o1	4%	i	-2%	17%	0%	16%	-2%	-1%
O=C(C1CN(S(=O)(=O)c2ccccc2)CCN1S(=O)(=O)c1ccccc1)N1CCCCCC1 (configuration not stated)	10%	-4%[57.5 µM]	2%	-14%	-16%	-11%	1%	7%[57.1 µM]
COc1cc(C(=O)NC2CCN(CC(=O)NC3CCCCC3C)CC2)cc(OC)c1OC (configuration not stated)	-2%	i	4%	0%	1%	14%	7%	-3%
Cc1ccc(S(=O)(=O)Nc2c(C(=O)O)[nH]c3ccccc23)cc1C	4%	i	3%	11%	4%	1%	-1%	-12%
CCCC1(C)SC(NC(C)=O)=NN1C(C)=O (configuration not stated)	-10%	?	-4%	-12%	3%	-4%	3%	0%
CC(C)(C)OC(=O)N1CCC(c2c(C(=O)N3CCN(C(=O)c4ccco4)CC3)cnn2-c2cccc(Cl)c2)CC1	1%	-16%	6%	-2%&18%	4%	28%&26%	-3%	-13%
COc1ccc(NS(=O)(=O)c2cc(NC(=O)CCNC(=O)c3ccco3)ccc2OC)cc1	-7%	-15%	-2%	12%	0%	11%	1%	5%
C=CCNc1nc(NCCN2CCOCC2)nc(N2CCOCC2)n1	5%	-22%[57.5 µM]	7%	10%	0%	9%	-2%	6%
COc1cc(/C=N/Nc2nc(=O)[nH]nc2C)cc(OC)c1O	-7%	i	6%	-8%	-2%	18%	4%	-4%
CC(C)COc1ccc(C(=O)N/N=C/c2ccoc2)cc1	-4%	-3%	4%	12%	-8%	30%	4%	1%
CC(=O)Nc1ccc(NC(=O)c2ccccc2N(C)S(=O)(=O)c2ccc(C)cc2)cc1	3%	?	2%	-4%	-4%	-4%	14%	5%
Cc1cccc(CS(=O)(=O)c2ncc(CO)n2C)c1	-15%	-22%	-2%	6%	0%	-27%	4%	16%
CC(C)C(C(=O)NCC1CCCO1)N(C(=O)CNS(=O)(=O)c1ccccc1)C1CCCCC1 (configuration not stated)	-3%	-20%	7%	22%	4%	1%	2%	-3%

Source: PubChem

Not all compounds are listed; count on the stated rates, not on these rows.
